IP6K1 inhibitor = Primary qHTS assay for small molecule inhibitors of Inositol hexaphosphate kinase 1 (IP6K1); IP6K1 kinase, ADP-Glo luminescence, 2 h; stronger effect = lower value; AID 1645851, 2021; Inositol hexakisphosphate kinase 1 (Homo sapiens), Q92551; activity change, % (series mostly up to about 58 µM); 140,000 tested, 0.81% active; in the data active = activity change below about -25%
Target sequence (Q92551 whole entry, looked up): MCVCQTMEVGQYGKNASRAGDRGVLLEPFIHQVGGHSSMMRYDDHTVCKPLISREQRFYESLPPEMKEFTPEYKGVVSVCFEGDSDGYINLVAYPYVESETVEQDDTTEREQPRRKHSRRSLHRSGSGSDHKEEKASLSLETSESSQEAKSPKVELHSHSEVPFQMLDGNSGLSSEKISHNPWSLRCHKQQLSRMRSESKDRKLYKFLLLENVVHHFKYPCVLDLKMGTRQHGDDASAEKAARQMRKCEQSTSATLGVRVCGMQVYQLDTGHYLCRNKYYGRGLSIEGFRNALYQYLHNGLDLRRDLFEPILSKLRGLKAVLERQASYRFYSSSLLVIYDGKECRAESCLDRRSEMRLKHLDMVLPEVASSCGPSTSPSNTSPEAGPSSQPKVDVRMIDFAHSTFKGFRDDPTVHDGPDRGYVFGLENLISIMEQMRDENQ
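ADP-Glo luminescence measures ADP made by human IP6K1 during a 2 h RT reaction with ATP/IP6 (mix at 1.3 mM/130 uM); top library doses 57.5 and 19.1 uM final.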
SNCA expr inh = Primary qHTS assay for inhibitors of alpha-synuclein gene (SNCA) expression; AID 1671194, 2021; 140,000 tested, 0.17% active; HEK-293 SNCA-luciferase knock-in, luminescence, 24 h; Potency, µM (top dose mostly 57.2 µM), without a hit: at the highest dose activity change, negative = inhibition, most hits filed as inhibitors;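 also: potency is read from the fitted curve at half-maximal effect; plate controls were DMSO cells for no effect and cell-free wells for full effect; nearly all actives have a fitted effect of over 45% in size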
SNCA viab count = GF-AFC viability counterscreen for inhibitors of alpha-synuclein gene (SNCA) expression. HEK-293-SNCA-luc viability, GF-AFC fluorescence, 24 h. Potency, µM (series often up to 57.1 µM), for inactives: at the highest dose activity change, negative = cytotoxicity, most hits filed as cytotoxic. 150,000 tested, 0.12% active. AID 1671193, 2021;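 also: potency is read from the fitted curve at half-maximal effect; 0% = DMSO-treated cells and -100% = medium-only wells without cells; nearly all actives have a fitted effect of over 30% in size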
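HEK-293-SNCA-luc cells (1500/well) plated 24 h, then exposed 24 h to a dilution series; GF-AFC added 30 min at 37C, fluorescence 405/540 nm; normalised to medium-only and DMSO wells, Hill fit.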
GPT2 inh = Primary qHTS assay for inhibitors of Glutamate pyruvate transaminase 2 (GPT2); Alanine aminotransferase 2 (Homo sapiens), Q8TD30; Recombinant GPT2, coupled pyruvate oxidase/HRP Amplex Red fluorescence; Potency, µM (top dose mostly 57.7 µM), without a hit: at the highest dose activity change, negative = inhibition, usual class: inhibitors; 100,000 tested, 0.25% active; also: potency is read from the fitted curve at half-maximal effect; nearly all actives have a fitted effect of over 60% in size; many of its hits are not listed in these tables
Target sequence (Q8TD30 whole entry, looked up): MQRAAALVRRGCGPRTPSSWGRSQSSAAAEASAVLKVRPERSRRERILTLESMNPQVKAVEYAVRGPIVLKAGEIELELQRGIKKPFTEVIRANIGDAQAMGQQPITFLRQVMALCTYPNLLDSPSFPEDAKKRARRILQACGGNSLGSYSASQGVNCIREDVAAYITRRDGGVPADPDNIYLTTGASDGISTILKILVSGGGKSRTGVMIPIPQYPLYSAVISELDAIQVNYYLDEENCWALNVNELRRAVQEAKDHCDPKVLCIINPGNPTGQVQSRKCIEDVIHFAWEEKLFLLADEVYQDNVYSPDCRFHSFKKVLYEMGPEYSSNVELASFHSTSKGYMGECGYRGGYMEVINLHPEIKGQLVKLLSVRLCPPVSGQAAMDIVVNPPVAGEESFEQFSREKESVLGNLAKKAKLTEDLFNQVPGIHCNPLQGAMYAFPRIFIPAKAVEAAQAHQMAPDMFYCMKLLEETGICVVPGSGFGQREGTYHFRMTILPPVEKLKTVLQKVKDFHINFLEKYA
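Recombinant GPT2 (10ng/uL) with 250uM a-KG and 2mM L-alanine, 30 min at room temperature, in HEPES pH 7.5 buffer. Pyruvate detected by pyruvate oxidase/HRP/Amplex Red fluorescence after 30 min in the dark; AOA (50uM) as positive control.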
HEK cytotox = Cytotoxic Profiling in HEK 293 Cell Line of Diverse Libraries Using Quantitative High-Throughput Screening. HEK 293 viability, ATP luminescence (CellTiter-Glo), 48-72 h. Potency, µM (top dose mostly 115 µM), for inactives: at the top dose activity change, negative = cytotoxicity, most hits filed as inhibitors. 94,000 tested, 6.6% active. AID 1345083, 2018; also: potency is read from the fitted curve at half-maximal effect; nearly all actives have a fitted effect of over 60% in size
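250 HEK 293 cells/well; compound by pintool; incubated 48 or 72 hr at 37 degree Celsius; CellTiter-Glo added, 10 min RT, luminescence imaged.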
3T3 cytotox = Cytotoxic Profiling in NIH 3T3 Cell Line of Diverse Libraries Using Quantitative High-Throughput Screening | 94,000 tested, 4.3% active | AID 1345082, 2018 | Potency, µM (series often up to 96.7 µM), for inactives: at the top dose activity change, negative = cytotoxicity, hits mostly inhibitors | NIH 3T3 viability, CellTiter-Glo ATP luminescence, 48-72 h; also: potency is read from the fitted curve at half-maximal effect; nearly all actives have a fitted effect of over 55% in size
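Cytotoxicity was measured by CellTiter-Glo ATP luminescence after 48 or 72 h compound exposure at 37 °C. Mouse NIH 3T3 fibroblasts were seeded at 400 cells/well and dosed by 23 nL pin transfer.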
FLuc inh = Firefly luciferase inhibition profiling of diverse chemical library using quantitative high-throughput screening; Potency, µM (highest dose often 115 µM), inactives show at the top dose activity change, negative = inhibition, hits mostly inhibitors; AID 1347043, 2019; Luciferin 4-monooxygenase (Photinus pyralis), P08659; purified P. pyralis luciferase, luminescence, biochemical; 76,000 tested, 2.5% active; also: potency is read from the fitted curve at half-maximal effect; nearly all actives have a fitted effect of over 65% in size
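Purified P. pyralis luciferase (10nM final) in 50mM Tris acetate pH 7.5, 10mM Mg acetate, 0.01% Tween-20, 0.05% BSA with 10uM D-luciferin and 10uM ATP. Compounds titrated qHTS. Luminescence imaged on CCD.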
Numbers without * were called inactive; i = inactive; u = inconclusive; x = not tested or not shown; [ ] = another dose, or the depositor's remark. Unless noted, calls follow the shape of the dose curve; as a rule, active = well fitted curve in the direction sought with a large enough effect; inconclusive = small, poorly fitted or top-dose-only effect, or another doubt; inactive = no such curve, though single readings can be large; an effect the other way counts as inactive or inconclusive. Unless noted, % is scaled to controls: 0 for no effect and ±100 for the full control effect. Some of the compounds tested; count on the stated rates, not on these rows.

Compound | IP6K1 inhibitor | SNCA expr inh | SNCA viab count | GPT2 inh | HEK cytotox | 3T3 cytotox | FLuc inh
CN(CCn1ccnc1)C(C(=O)O)c1cnn(Cc2ccccc2)c1 (stereo not drawn) | -3.4 | -6.5% | -20.0% | i | 4.3% | 1.2% | 0.6%
Cn1c([C@H]2CCN(Cc3cccc(C#N)c3)C2)nc2ccccc21 | -11.2 | 6.9%[87.6 µM] | -7.2%[87.6 µM] | u | u | u | -8.6%[172 µM]
O=C(NCCCN1CCOCC1)C1CCN(C(=O)N2CC3CC(C2)[C@H]2CCCC(=O)N2C3)CC1 (stereo partly drawn) | 17.2 | -12.9% | 0.8% | u | -4.2% | i | 0.2%
Cc1ccc(C)c(NC(=O)CSc2nc(-c3ccccc3Cl)nc3c2Cc2c(CO)cnc(C)c2O3)c1 | -13.5 | 2.7% | 5.8% | x | x | x | x
COc1ccc(CCNC(=O)CSc2nnc(-c3ccc(C)cc3)c(-c3ccc(C)cc3)n2)cc1OC | 26.7 | -22.2% | -14.2% | x | x | x | x
Nc1ccc(S(=O)(=O)c2ccc(N)cc2)cc1 | 21.8 | 12.8%[25.6 µM] | 8.6%[23.9 µM] | 3.1% | x | x | x
COc1ccc(-c2nnc3ccc(N4CCN(c5ccccn5)CC4)nn23)nc1 | -17.3 | -26.2%[87.6 µM] | -5.9%[87.6 µM] | i | u | u | 16.1%[172 µM]
COc1ccc(-c2ccc(C(=O)NCC3CC3)cc2)nn1 | 1.4 | x | x | x | u | u | x
COc1ccccc1CC(=O)N1CCC(Cc2nc(-c3cnccn3)no2)CC1 | -0.6 | -11.0% | 3.7% | i | -11.2% | -25.8% | 6.0%
CCOC(=O)c1ccccc1NC(=O)Cn1c(=O)n(CCCC(=O)NCc2ccc3c(c2)OCO3)c(=O)c2ccccc21 | 29.2 | 26.5% | 1.9% | x | x | x | x
Cn1ncc2c(C(=O)N3CCN(c4ncccn4)CC3)cc(-c3ccccc3F)nc21 | 2.0 | x | x | x | u | u | x
Cc1ccc(NC(=O)Cn2c(=O)c3ccccc3n3nncc23)cc1 | -14.4 | -0.9% | 2.7% | x | x | x | x
CN1[C@@H](CCC(=O)NCc2cccs2)CNC(=O)[C@@H]2[C@H]1CCN2Cc1cccc(OC(F)(F)F)c1 | 10.0 | 6.5% | -5.6% | 0.6% | u | u | 2.5%
O=C(NCCN1CCCC1)c1cc(-c2ccc(CN3CCOCC3)cc2)nc2ccc(F)cc12 | -14.3 | x | 3.2%[23.9 µM] | i | x | x | x
C/C=C/C(=O)OC1/C=C/C(O)C(OC(C)=O)CCC(=O)OC1C (stereo not drawn) | 17.2 | x | -12.3% | -5.5%[27.3 µM] | x | x | x
CCCc1nn2c(=O)cc(COC(=O)c3ccco3)nc2s1 | 1.8 | u | -1.8% | x | x | x | x
CCOc1ccc(CNC(=O)CCn2cccn2)cc1OC | -2.5 | 63.9%[activator] | 10.6% | x | x | x | x
CN(C)C(=O)N1CCCn2nc(CNC(=O)c3ccc4[nH]ccc4c3)cc2C1 | 24.2 | -15.3% | 2.3% | -3.6% | -19.6% | -5.5% | 8.2%
CCn1c(CN2CCCCC2)nc2cc(NC(=O)c3ccc([N+](=O)[O-])cc3)ccc21 | -0.8 | 6.1% | -15.1% | x | x | x | x
O=C(Nc1ccc(Cl)cc1)NC1CCN(c2ccc3nnc(C4CC4)n3n2)C1 (stereo not drawn) | 9.5 | x | x | x | u | u | x
Cn1cc(S(=O)(=O)c2ccccc2)c(=O)c2cc(F)c(N3CCCCCC3)cc21 | 12.0 | 17.8% | 11.1% | x | x | x | x
CCn1nc(C)c(CCC(=O)NC2CCCc3c2[nH]c2ccccc32)c1C (stereo not drawn) | -3.7 | -11.9% | 5.0% | -13.3% | u | u | -0.4%
O=C(Cc1ccccc1)N1CCCC2(CNc3ncccc3[S+](=O)([O-])N2)C1 (stereo not drawn) | 9.8 | x | x | x | -24.1% | -29.7% | x
CC1CCN(S(=O)(=O)c2ccc3nc(NCc4ccccc4)ccc3c2)CC1 | 5.0 | u | -4.7% | x | x | x | x
O=C(c1ccc2cc[nH]c2c1)N1CCC(N2C(=O)C3(CCCCC3)C2c2ccncc2)CC1 (stereo not drawn) | -2.8 | 22.8% | 8.7%[12.5 µM] | i | -8.8% | -25.8% | -9.3%
CN(C)S(=O)(=O)N1CC[C@@H]2C(=O)NCCCCCCN(Cc3ccncc3)[C@@H]2C1 | 3.6 | -9.7% | 3.1% | i | i | -14.2% | -2.7%
O=C(Cn1c(=O)n2nc(-c3cccc(F)c3)nc2c2ccccc21)N1CCN(c2ccccc2F)CC1 | 37.0 | -13.8% | 4.8% | x | x | x | x
CCc1nnc2c(NCc3cccc(OC)c3)nc3ccccc3n12 | -2.9 | -0.6% | -5.9% | x | x | x | x
Cc1nc(CNC(=O)c2ccc3oc(-c4cccc(F)c4)nc3c2)cs1 | 14.3 | 120.4%[activator] | 1.7% | -36.5% | u | -0.9% | 31.6µM*
O=C(COC(=O)c1cc(-c2cccs2)nc2ccccc12)c1ccc(F)cc1 | -8.6 | 0.2% | 8.9% | x | x | x | x
CC1Cc2cc(-c3ccnc4ncnn34)ccc2O1 (stereo not drawn) | -3.9 | 35.1%[activator] | -1.6% | i | -19.8% | u | -6.9%
Cc1ccc(S(=O)(=O)N[C@H]2CC(C)(C)[C@@H]3C[C@@](C)(O)CC[C@]23CCC(=O)NCCc2c[nH]c3ccccc23)cc1 | -8.0 | -11.1% | -0.1% | i | u | 79.4µM* | -3.5%
Cc1nc(-c2ccc(F)cc2)n(Cc2cccc(F)c2)c(=O)c1CCO | -18.8 | 4.3% | 8.6% | -23.3% | u | u | 5.8%
CCn1cc(S(=O)(=O)N2C[C@@H](C(=O)NC)[C@H](c3nc(C)no3)C2)cn1 | 2.9 | 23.6% | 3.0% | i | i | i | -1.0%
O=C(c1cc(-c2cccnc2)c2nncn2n1)N1CCOCC1 | 1.3 | 6.2% | -0.4% | i | i | 2.1% | x
COCc1ccc(C(=O)NCc2cc3n(n2)CCCN(CC(C)C)C3)o1 | 16.0 | 9.3% | -1.7% | i | -2.5% | i | 2.4%
O=C1CN(C(=O)c2ccc(-n3cccn3)cc2)CC(OCc2ccccc2)CN1Cc1cccnc1 (stereo not drawn) | -0.9 | -20.3% | -0.9% | i | 0.6% | i | 7.0%
O=C(Cn1c(SCCOc2ccccc2Cl)nc2ccccc21)N1CCCCC1 | 25.9 | 16.0% | u | x | x | x | x
O=C(NCCc1ccccn1)c1ccc(Cn2ccn3nc4c(c3c2=O)CCCC4)cc1 | 31.3 | 2.4% | -3.2% | i | u | -18.7% | 0.0%
CCOc1cc(CNC(=O)c2ccc(NC(=O)c3nsc4ccccc34)cc2)ccc1OC | -2.7 | 169.2%[activator] | -8.1% | x | x | x | x
COc1ccc(CNC(=O)c2cnc3ccc(C)cn3c2=O)cc1 | -15.0 | u | -4.7% | x | x | x | x
Cc1cc(NS(=O)(=O)c2ccc(NC(=O)COc3c(C)cc(Br)cc3C)cc2)no1 | 1.6 | 6.4% | u | x | x | x | x
COc1ccc(-c2cccc(C(=O)N3CCN([S+](=O)([O-])c4ccc(C)cc4)CC3)c2)nn1 | -3.6 | x | x | x | u | u | x
COc1cc(=O)n2c(c1C(=O)Nc1ccc(C)cc1F)CCCC2 | -6.7 | 5.4% | 11.0% | i | -0.6% | i | 5.5%
Cc1ccc(Nc2c(-c3ccc(C)cc3)nc3cnccn23)cc1 | -11.8 | u | -10.2% | x | x | x | x
Cc1ccccc1NC(=O)CSc1nc(=O)n(CCN2CCOCC2)c2c1CCC2 | 12.2 | 25.5% | 3.2% | x | x | x | x
COc1ccc(C(=O)N[C@H]2CO[C@H]3[C@@H]2OC[C@@H]3n2cc(-c3ccccc3)nn2)cc1 | -14.3 | 29.1%[87.6 µM] | -26.6%[87.6 µM] | i | u | u | -18.6%[172 µM]
COc1cccc(CNC(=O)C2Cn3cccc3C(=O)N2)c1OC (stereo not drawn) | 4.4 | -12.7% | -4.5% | -7.0% | i | i | -0.6%
Cc1ccc(-n2ccnc(NCc3cccs3)c2=O)cc1C | 5.4 | 42.0%[activator] | -1.6% | x | x | x | x
CNC(=O)[C@@H]1C[C@H](N)CN1C(=O)c1ccc(OC)c(OC)c1OC | -1.8 | -3.1% | 1.9% | u | 1.8% | -19.3% | -12.6%
CCCCNC(=O)CSc1nc2cc3c(cc2c(=O)n1CCCC(=O)NCc1ccc(OC)cc1)OCO3 | 22.0 | -9.7% | -2.8% | x | x | x | x
CC(=O)N1CCc2cc(Br)cc(S(=O)(=O)CCC(=O)N3CCN(c4cccc(C)c4C)CC3)c21 | -15.2 | 3.3% | 6.7% | x | x | x | x
CCN1Cc2cc(OC)ccc2N(CC(O)COc2ccc(OC)cc2)CCC1=O (stereo not drawn) | 8.5 | x | x | x | -31.4% | u | x
CCCCCn1c(=O)[nH]c2cc(C(=O)N3CCN(c4cc(Cl)ccc4C)CC3)ccc2c1=O | 2.0 | -9.6% | 9.5% | x | x | x | x
CCc1ccc(S(=O)(=O)N2CCC(n3cnnc3COC)CC2)cc1 | 3.2 | -7.3% | 10.9% | -3.2% | -3.6% | -16.2% | 6.2%

Gathered by group, the entries above containing an aryl thioether with sulfur outside any ring.
Compound | IP6K1 inhibitor | SNCA expr inh | SNCA viab count | GPT2 inh | HEK cytotox | 3T3 cytotox | FLuc inh
Cc1ccc(C)c(NC(=O)CSc2nc(-c3ccccc3Cl)nc3c2Cc2c(CO)cnc(C)c2O3)c1 | -13.5 | 2.7% | 5.8% | x | x | x | x
COc1ccc(CCNC(=O)CSc2nnc(-c3ccc(C)cc3)c(-c3ccc(C)cc3)n2)cc1OC | 26.7 | -22.2% | -14.2% | x | x | x | x
O=C(Cn1c(SCCOc2ccccc2Cl)nc2ccccc21)N1CCCCC1 | 25.9 | 16.0% | u | x | x | x | x
Cc1ccccc1NC(=O)CSc1nc(=O)n(CCN2CCOCC2)c2c1CCC2 | 12.2 | 25.5% | 3.2% | x | x | x | x
CCCCNC(=O)CSc1nc2cc3c(cc2c(=O)n1CCCC(=O)NCc1ccc(OC)cc1)OCO3 | 22.0 | -9.7% | -2.8% | x | x | x | x

Assay outcomes deposited in PubChem BioAssay by National Center for Advancing Translational Sciences (NCATS).
